AID inhibitor: activation induced cytidine deaminase inhibition; Q9GZX7; AID deamination FRET fluorescence, UDG-coupled, 4 h; Potency, µM (top dose mostly 115 µM), for inactives: at the top dose activity change, negative = inhibition, most hits filed as inhibitors; 0.32% of 91,000 active; AID 1347428; further: nearly all actives have a fitted effect of over 25% in size
Target sequence (Q9GZX7 whole entry, looked up): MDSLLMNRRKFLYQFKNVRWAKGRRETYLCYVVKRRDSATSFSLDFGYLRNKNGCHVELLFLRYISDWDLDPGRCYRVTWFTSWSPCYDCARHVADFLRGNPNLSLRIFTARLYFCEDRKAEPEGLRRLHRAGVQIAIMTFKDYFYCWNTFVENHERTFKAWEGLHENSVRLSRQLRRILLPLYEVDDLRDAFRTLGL
UDG counterscr: blocks uracil-DNA glycosylase in AID counter-screen. 0.14% of 91,000 active. AID 1347430. FRET deamination/UDG coupled assay, UDG read, 4 h. Potency, µM (top dose mostly 115 µM), inactives show at the top dose activity change, negative = inhibition, most hits filed as inhibitors; further: nearly all actives have a fitted effect of over 65% in size
An asterisk follows results filed as active; ? = inconclusive; [ ] = another dose, or the depositor's remark. The call rests on the fitted dose curve; in most records, active means well fitted curve in the direction sought with a large enough effect; inconclusive means small, poorly fitted or top-dose-only effect, or another doubt; inactive means no such curve, though single readings can be large; an effect the other way counts as inactive or inconclusive. On the % scale 0 is the no-effect control and ±100 the full control effect; potency means the concentration at half of the fitted maximal effect. These rows are one share of the data, so the mix of outcomes need not match the whole.

Below each compound: UDG counterscr	AID inhibitor
1. Cc1nn(C)c(C)c1C1SCC(=O)Nc2c1c(C)nn2-c1ccccc1 (stereo not drawn)
→ -4%	-1%
2. O=S(=O)(F)CCSc1nnc2sc3ccccc3n12
→ 1%	-2%
3. COc1ccc(C(C#N)C(C)=O)cc1 (stereo not drawn)
→ -11%	-10%
4. CCCCCCCCCCCCCC(=O)O[C@@H]1[C@@H](C)[C@@]2(O)[C@@H](C=C(CO)C[C@@]3(O)C(=O)C(C)=C[C@@H]23)C2C(C)(C)[C@@]21OC(C)=O (stereo partly drawn)
→ -17%	?
5. Cc1nn(C)c(C)c1C1SCC(=O)Nc2c1cnn2-c1ccccc1 (stereo not drawn)
→ -5%	-12%
6. O=c1[nH]c2ccccc2n1CCCN1CCC(n2c(=O)[nH]c3cc(Cl)ccc32)CC1
→ -4%	-9%
7. COc1ccc(OCC(=O)N2CCN(CCc3ccncc3)CC2)cc1
→ -10%	-2%
8. CCCNc1oc(-c2cccc3ccccc23)nc1C#N
→ 0%	5%
9. CCOC(=O)C1=C(N)Oc2cc(C)oc(=O)c2C12C(=O)Nc1ccccc12 (stereo not drawn)
→ -7%	-3%
10. CCn1cc(C(=O)Nc2cccc3ncccc23)c2ccccc21
→ 1%	76%[activator]
11. Cc1nnc(NC(=O)c2cccn(Cc3ccccc3F)c2=O)s1
→ 2%	28%
12. O=[N+]([O-])c1ccc(NCc2ccccc2)c2ncccc12
→ -11%	1%
13. Cc1ccc(NC(=O)CN2C(=O)CN=C(c3ccccc3)c3ccccc32)cc1
→ -28%	-11%
14. C[Se]C[C@H](N)C(=O)O
→ 10%	5%
15. Cc1ccc(-n2c(/C=C\c3ccc(F)c(F)c3)nc3ccccc3c2=O)c(C)c1
→ -12%	-17%
16. CCOC(=O)C1=C(N)Oc2c(c(=O)oc3ccccc23)C12C(=O)Nc1ccc(F)cc12 (stereo not drawn)
→ 8%	21%
17. COc1cc(OC)c(OC)cc1CN1CCN(C(=O)COc2ccc3ccccc3c2)CC1
→ 45%[activator]	-7%
18. CC(C)(C)c1cc(C=C(C#N)C#N)cc(C(C)(C)C)c1O
→ -8%	-16%
19. Cc1cccc(OC(C)C(=O)NCC2(N(C)C)CCCCC2)c1C (stereo not drawn)
→ -1%	-12%
20. COc1ccc2c(c1O)-c1cccc3c1[C@@H](C2)N(C)CC3
→ 1%	14%
21. N[C@@]1(C(=O)O)CC[C@@H](C(=O)O)C1
→ 0%	-2%
22. Nc1c(C(=O)Nc2ccc(Cl)c(C(F)(F)F)c2)sc2nc3c(cc12)N1CCC3CC1
→ -4%	-18%
23. N#C/C(=C\c1ccccc1)C(=O)Nc1ccc(Br)cc1C(=O)c1ccccc1
→ 13%	-8%
24. CCc1ccc(N2CC(C(=O)OCC(=O)Nc3ccc(C#N)c(Cl)c3)CC2=O)cc1 (stereo not drawn)
→ -5%	-25%
25. Cc1cccc(C)c1-n1nnnc1C1(NC(C)C)CCCCC1
→ 0%	-12%
26. CCCCCCC(C)(C)c1ccc([C@@H]2C[C@H](O)CC[C@H]2CCCO)c(O)c1
→ 0%	-2%
27. Cc1ccc(-n2c(/C=C\c3ccc(F)cc3)nc3ccccc3c2=O)cc1Cl
→ 89µM*	?
28. NCCc1c[nH]c2ccc(C(N)=O)cc12
→ 1%	8%
29. CC(C)NC(C)Cc1ccc(I)cc1 (stereo not drawn)
→ -8%	-15%
30. CCSc1nnc(NC(=O)c2cccn(Cc3ccccc3Cl)c2=O)s1
→ 2%	6%
31. CC(NCCc1ccccc1)c1ccccc1 (stereo not drawn)
→ -5%	-12%
32. O=c1cc(-c2ccccc2)[se]c2ccccc12
→ -6%	-18%
33. COc1cccc(C2SCC(=O)Nc3c2c(C)nn3-c2ccc(C)c(Cl)c2)c1OC (stereo not drawn)
→ 0%	90%
34. CN(C)C(=O)Oc1ccc2cc(-c3ccccc3)c(=O)oc2c1
→ -4%	3%
35. Nc1c(C(=O)Nc2ccc(F)c(Cl)c2)sc2nc3c(cc12)N1CCC3CC1
→ 6%	44%[activator]
36. Cc1cccc(Cn2cccc(C(=O)Nc3ccc(F)cc3F)c2=O)c1
→ ?	-2%
37. COc1ccc2[nH]c(C)c(CCNCc3cccc(C(F)(F)F)c3)c2c1
→ 11%	-3%
38. CCOc1ccc(CN(CCc2ccc3c(c2)OCO3)Cc2cccc(OC)c2)cc1
→ -13%	-12%
39. Cc1cccc(OCC(=O)N2CCN(CCc3ccccn3)CC2)c1
→ 10%[57.5 µM]	43%[activator][57.5 µM]
40. CN1C2CCC1CC(OC(c1ccccc1)c1ccccc1N)C2 (stereo not drawn)
→ -6%	-5%
41. COc1ccc(/C=C/[N+](=O)[O-])cc1OC
→ -6%	-5%
42. CC(=O)N1CC(=O)Nc2ccc(F)cc2C1c1ccccc1 (stereo not drawn)
→ -13%	-1%
43. N#Cc1c(N)nc2c(c1-c1ccc(OCc3ccc(F)cc3)cc1)c(=O)nc1sccn12
→ 4%	-14%
44. COc1ccc(CNCCc2c[nH]c3ccccc23)c(OC)c1C
→ -8%	-24%
45. CCOc1ccccc1NC(=O)c1cn(C)c2ccccc12
→ -6%	-12%
46. Cc1c(C(c2ccc(Br)cc2)c2c(O)c3ccccc3oc2=O)c(=O)n(-c2ccccc2)n1C (stereo not drawn)
→ -14%	?
47. O=C(NCc1cccnc1)c1cn(Cc2ccccc2)c2ccccc12
→ 3%	-8%
48. Cc1ccsc1CNC(C)C(O)c1ccc(O)cc1 (stereo not drawn)
→ 6%	7%
49. CC1OC(OC2CC[C@]3(C=O)[C@H]4[C@H](O)CC5(C)C(C6=CC(=O)OC6)CCC5(O)[C@@H]4CCC3(O)C2)C(O)C(O)C1O (stereo partly drawn)
→ 3%	4%
50. CCOc1ccccc1CN1CCN(c2cccc(C)c2C)CC1
→ 3%	-7%
51. Cc1[nH]c2c(C)cccc2c1CCN
→ 1%	4%
52. N#Cc1cc([N+](=O)[O-])ccc1NC(=O)c1cccn(Cc2cccc(F)c2)c1=O
→ 0%	27%
53. Nc1ccc(Cl)cc1C(=O)c1ccccc1F
→ 2%	-7%
54. N#Cc1ccc(Cn2cc(C(=O)C3CC3)c3ccccc32)cc1
→ 6%	-10%
55. O=C1OCCC1Sc1ncccc1Cl (stereo not drawn)
→ 0%	6%
56. CCCN(CCC)CCc1c[nH]c2ccc(C(N)=O)cc12
→ -6%	5%
57. C/C(=C\c1ccc2c(c1)OCO2)[N+](=O)[O-]
→ 6%	0%
58. CN(C)CCNc1ccc([N+](=O)[O-])c2cccnc12
→ -1%	-10%
59. Cc1cc(OS(C)(=O)=O)c2c3c(c(=O)oc2c1)CCCC3
→ -9%	-14%
60. COC(=O)C(O)(c1ccc(N(C)C(=O)O/N=C(/C)Cl)cc1)C(F)(F)F (stereo not drawn)
→ 0%	3%

Next results.
Below each compound: UDG counterscr	AID inhibitor
61. Cc1cccc(C(=O)N2CCC(=O)CC2)c1
→ -9%	-7%
62. CC(CCc1ccccc1)NC(C)C(O)c1ccc(O)cc1 (stereo not drawn)
→ 2%	-6%
63. CC(=O)OC1(C)CCC2C3CCC4CC(=O)CCC4(C)C3CCC21C (stereo not drawn)
→ -9%	-14%
64. Cc1cccc(-n2c(CC3C(=O)Nc4ccc(C)cc43)nc3ccccc3c2=O)c1 (stereo not drawn)
→ ?	-9%
65. O/N=C1\C(=C\c2ccccc2)N2CCC1CC2
→ -1%	-3%
66. CC(C)(C)c1ccc(C(=O)Nc2ccc(Cl)cc2C(=O)c2ccccc2)cc1
→ -3%	0%
67. ClC1=CC[C@@H]2CN(CCN3CCOCC3)C[C@@H]2C1
→ 3%	17%
68. O=c1c2ccccc2nc(/C=C/c2cccc3ccccc23)n1-c1ccc(Cl)cc1
→ 2%	-5%
69. CN1CCC(N(C)c2ncnc3scc(-c4ccc(Br)cc4)c23)CC1
→ 0%	-7%
70. CCCC12CN3CC(C)(CN(C1)C3c1ccccn1)C2=O (stereo not drawn)
→ -7%	-2%
71. CN(C)c1ccc(-[n+]2ccc(-c3cc[n+](-c4ccc(N(C)C)cc4)cc3)cc2)cc1
→ -20%	?
72. Clc1cc(I)cc(Cl)c1NC1=NCCN1
→ -3%	-8%
73. CSc1ccc(/C=C/c2nc3ccccc3c(=O)n2-c2cccc(Cl)c2C)cc1
→ 2%	-18%
74. OC1C2(c3ccccc3)CN3CN(C2)CC1(c1ccccc1)C3 (stereo not drawn)
→ -3%	3%
75. O=C(Nc1ccc(Br)cc1C(=O)c1ccccc1Cl)c1ccc(Br)cc1
→ 10%[57.5 µM]	32%[activator][57.5 µM]
76. NNC(N)=O
→ -9%	-13%
77. Cc1cccc(CCN)c1
→ 10%	1%
78. NC(=O)COc1c(F)cc(SCCNS(=O)(=O)c2ccccc2)cc1F
→ -4%	-6%
79. O=C(c1cn(Cc2ccc(F)cc2)c2ccccc12)C1CCCCC1
→ -5%	-16%
80. O=C(CN1CCCCC1)c1ccc(-c2ccccc2)cc1
→ 5%	30%[activator]

Part of the list above, field by field:
[67] ClC1=CC[C@@H]2CN(CCN3CCOCC3)C[C@@H]2C1
- UDG counterscr: 3%
- AID inhibitor: 17%
[68] O=c1c2ccccc2nc(/C=C/c2cccc3ccccc23)n1-c1ccc(Cl)cc1
- UDG counterscr: 2%
- AID inhibitor: -5%

More structures follow:
Below each compound: UDG counterscr	AID inhibitor
81. Cc1cc(=O)c2ccccc2[se]1
→ 1%	-2%
82. CN(N=O)c1ccc(O)c(O)c1
→ -7%	25µM*
83. CNCC(O)c1ccc(O)cc1 (stereo not drawn)
→ 10%	-1%
84. CCc1sc(C(=O)N2CCC3(CC2)OCCO3)cc1Br
→ -8%	1%
85. CCN(CC)CC(=O)Nc1ccc(Cl)cc1C(=O)c1ccccc1
→ -8%	-20%
86. ClCCN1CCCC1
→ -8%	1%
87. CC(Cl)C(=O)NC1CCCCC1 (stereo not drawn)
→ -3%	3%
88. O=C(Nc1ccc([N+](=O)[O-])c(C(F)(F)F)c1)C12CC3CC(CC(C3)C1)C2
→ -9%	-11%
89. Oc1cc(Cl)cc(Cl)c1
→ 15%	0%
90. CNC(C)CC1CCCCC1 (stereo not drawn)
→ 7%	0%
91. N#C/C(=C/c1ccc(O)c(O)c1)C(N)=S
→ -2%	-5%
92. CC(=O)OCC1=C(C(=O)O)N2C(=O)[C@@H](NC(=O)CCC[C@@H](N)C(=O)O)[C@H]2SC1
→ 0%	4%
93. CCc1ccc(-n2nc(C)c3c2NC(=O)CSC3c2ccc(OC)cc2OC)cc1 (stereo not drawn)
→ -12%	11%
94. CCC(C)NCCc1ccccc1 (stereo not drawn)
→ -6%	-3%
95. CCC(C(=O)Nc1ccccc1F)N1C(=O)CN=C(c2ccccc2)c2ccccc21 (stereo not drawn)
→ -7%[57.5 µM]	-16%
96. CN(C)c1ccc([N+](=O)[O-])c2cnccc12
→ 3%	2%
97. CC(Oc1ccccc1)C(=O)NN (stereo not drawn)
→ -2%	-5%
98. O=c1c2ccccc2nc(/C=C/c2ccccc2)n1-c1ccccc1F
→ -19%	-7%
99. N#Cc1ccc(NC(=O)CN2CCC(C(N)=O)CC2)cc1Cl
→ 5%	6%
100. COc1ccc(NC(=O)c2cccn(Cc3ccc(Cl)cc3)c2=O)c(OC)c1
→ -11%	-6%
101. CC12CN(CC#N)CC(C)(CN(CC#N)C1)C2=O
→ 4%	-1%
102. Nc1ccc(CCN2CCN(c3cccc(C(F)(F)F)c3)CC2)cc1
→ -7%	-9%
103. O=C(CCn1ccc2cc(S(=O)(=O)N3CCCCCC3)ccc21)N1CCC2(CC1)OCCO2
→ 0%	-11%
104. N#Cc1ccc(NC(=O)CCC2CCCCC2)cc1Cl
→ -9%	-16%
105. CCN(CC)CCSc1nc2ccccc2c(=O)n1-c1ccc(Cl)cc1
→ -4%	-5%
106. O=C1CC(CO)CN1 (stereo not drawn)
→ 8%	13%
107. CP(=O)(O)C1=CCNCC1
→ 3%	5%
108. NC(N)=NOCCC(N)C(=O)O (stereo not drawn)
→ -1%	1%
109. C/C(=C\c1c[nH]c2ccccc12)[N+](=O)[O-]
→ 2%	12%
110. CC(C)NC1CCC(C(C)(C)C)CC1 (stereo not drawn)
→ 1%	6%
111. COC(=O)C1=C(N)Oc2n[nH]c(-c3ccccc3)c2C12C(=O)N(C)c1ccccc12 (stereo not drawn)
→ 1%	5%
112. C/C(O)=C(\C#N)C(=O)Nc1cc(Br)ccc1Br
→ 3%	?
113. CCc1ccc(CNCCc2ccc(OC)cc2)cc1
→ 2%	-1%
114. NC(Cc1cccc(F)c1)c1cccc(F)c1 (stereo not drawn)
→ -10%	-15%
115. NC(C(=O)O)c1cc(=O)[nH]o1 (stereo not drawn)
→ -7%	-2%
116. Cc1cccc(/C=C/c2nc3ccccc3c(=O)n2-c2cccc(O)c2)c1
→ 1%	-14%
117. CC(=O)OC1(c2ccccc2)CCN(C)CC1(C)C (stereo not drawn)
→ 3%	0%
118. CC(Nc1ccc([N+](=O)[O-])c2cnccc12)c1ccc(F)cc1 (stereo not drawn)
→ -4%	0%
119. Cc1ccc(OCC(=O)N2CCN(CCc3ccncc3)CC2)cc1C
→ -16%	7%
120. CCOc1ccc2nc(NC(=O)c3cccn(Cc4ccc(C)cc4)c3=O)sc2c1
→ -2%	-1%
121. COc1cc2c(c(OC)c1OC)CC(N)CCC2 (stereo not drawn)
→ -4%	1%
122. CC[C@@H](CO)NC(=O)[C@@H]1C=C2c3cccc4[nH]cc(c34)C[C@H]2N(C)C1
→ 7%	34%[activator]
123. Cc1cccc(-n2nnnc2C2(NC(C)C)CCCCC2)c1
→ -6%	-15%
124. O=c1c2ccccc2[se]n1-c1ccccc1
→ 6%	3%
125. N=C(N)c1ccc(CS(=O)(=O)F)cc1
→ 1%	4%
126. CN1CC[C@@]2(C)c3cc(O)ccc3N(C)C12 (stereo partly drawn)
→ -4%	11µM*
127. CC(N)[C@H](O)c1ccc(O)c(O)c1 (stereo partly drawn)
→ -9%	-21%

Results in sequence from above:
Nos. 121 to 124 in UDG counterscr, in turn: -4%, 7%, -6%, 6%
Nos. 121 to 124 in AID inhibitor, in turn: 1%, 34%[activator], -15%, 3%
